FBPA coupling cs: qHTS Assay for Inhibitors of Fructose-1,6-bisphosphate Aldolase from Giardia Lamblia: Coupling assay counterscreen; coupling enzyme system counterscreen, AmpLite Red fluorescence; activity change, negative = inhibition, % at 58.2 µM, hits read low; hit rate 0.67% among 290,000; AID 2472, 2010; in the data active = activity change below about -30%; note: % is set by controls: 0 for no effect and ±100 for the full control effect
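Activity here indicates interference with the coupling reaction, not aldolase inhibition. Compounds at 57.5 uM final met coupling enzymes for 10 min at RT; substrate and AmpLite Red detection followed, with a 525/598 nm fluorescence read after 20 min.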
Integrin act MD: qHTS for Activators of Integrin-Mediated Alleviation for Muscular Dystrophy. alpha7betagal myoblasts, beta-gal FDG fluorescence, 48 h. AID 624291, 2012. hit rate 0.064% among 350,000. Potency, µM (series often up to 38.3 µM), without a hit: top-dose activation, hits mostly activators;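 note: potency is the fitted concentration of half-maximal effect; 100% = response of the positive control SU9516; nearly all actives have a fitted effect of over 60% in size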
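alpha7betagal+/- myoblasts (passage 13, 250/well) treated 48 h at 37C with compounds at 1:260 dilution of DMSO stock. Lysed, then beta-galactosidase activity read as FDG fluorescence (ex 480/em 540) after 30 min, with pre-read for autofluorescence.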
PKM2 activator: qHTS Assay for Activators of Human Muscle isoform 2 Pyruvate Kinase; Potency, µM (doses to about 57.5 µM), inactives show at the top dose activation, usual class: activators; Pyruvate kinase PKM (Homo sapiens), P14618; hit rate 0.34% among 260,000; purified PKM2, Kinase-Glo ATP luminescence, activation; response scale: 0% is enzyme alone, no compound; note: potency is the fitted concentration of half-maximal effect; % is set by controls: 0 for no effect and ±100 for the full control effect; nearly all actives have a fitted effect of over 55% in size
Target sequence (P14618 whole entry, looked up, canonical isoform): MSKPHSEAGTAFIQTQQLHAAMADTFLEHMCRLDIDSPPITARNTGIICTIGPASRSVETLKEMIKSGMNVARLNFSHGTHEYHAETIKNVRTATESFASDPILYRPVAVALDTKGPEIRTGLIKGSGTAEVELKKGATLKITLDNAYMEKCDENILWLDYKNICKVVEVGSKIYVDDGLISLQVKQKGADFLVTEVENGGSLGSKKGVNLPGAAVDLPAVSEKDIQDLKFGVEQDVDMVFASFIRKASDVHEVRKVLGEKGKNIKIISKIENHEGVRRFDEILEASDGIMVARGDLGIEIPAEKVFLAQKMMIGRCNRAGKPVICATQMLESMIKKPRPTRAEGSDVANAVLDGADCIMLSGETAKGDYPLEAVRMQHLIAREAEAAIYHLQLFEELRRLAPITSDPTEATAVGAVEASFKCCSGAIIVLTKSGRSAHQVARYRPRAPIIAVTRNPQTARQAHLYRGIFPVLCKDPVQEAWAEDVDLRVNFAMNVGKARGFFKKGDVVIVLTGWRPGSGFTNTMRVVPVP
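ATP formation by purified human PK-M2, quantified via coupled luciferase luminescence after 1 h at room temperature with 0.1 mM ADP and 0.5 mM PEP final.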
Tb PFK block: qHTS Assay to Find Inhibitors of T. brucei phosphofructokinase. hit rate 0.17% among 330,000. ATP-dependent 6-phosphofructokinase (Trypanosoma brucei brucei), O15648. T. brucei PFK, ADP-Glo luminescence. Potency, µM (top dose mostly 57.5 µM), inactives show at the top dose activity, negative = inhibition, most hits filed as inhibitors;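 note: potency is the fitted concentration of half-maximal effect; 0% = uninhibited 1x PFK enzyme wells and -100% = no-enzyme wells; nearly all actives have a fitted effect of over 60% in size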
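PFK 1.25 nM, F6P 0.5 mM, ATP 0.1 mM, 0.1 M TEA pH 8.0, 5 mM MgCl2, 0.01% Tween20, 0.1% BSA; 45 min RT. ADP-Glo readout. qHTS titration up to 57 uM; curves fitted, compounds curve-classed.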
B2AR arrestin: qHTS assay of beta-arrestin-biased ligands of beta2-adrenergic receptor; beta-arrestin recruitment to beta2AR, cell-based reporter; Potency, µM (series often up to 46.1 µM), without a hit: at the top dose activation, usual class: activators; hit rate 0.02% among 330,000;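 note: potency is the fitted concentration of half-maximal effect; 0% = DMSO controls and full agonism = EC100 isoproterenol or metaproterenol; nearly all actives have a fitted effect of over 65% in size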
Menin-MLL TR inh: qHTS Assay for Inhibitors Targeting the Menin-MLL Interaction in MLL Related Leukemias: Competition With Texas Red Labeled MLL-derived Mutant Peptide. O00255. Menin + Texas Red MLL mutant peptide, fluorescence polarization. Potency, µM (highest dose often 61.6 µM), inactives show at the top dose FP activity change, negative = inhibition, usual class: inhibitors. hit rate 0.23% among 270,000. AID 1768, 2009; active = well fitted inhibition curve with a large enough effect in the polarisation, with a control signal flat, not every such curve was filed as active; inconclusive = small, poorly fitted or top-dose-only effect, or effect the other way, or a change in a side signal; inactive = no such curve, though single readings can be large or run the other way; the % refers to the polarisation; note: potency is the fitted concentration of half-maximal effect; % of control where 0% means no effect; many of its hits are not listed in these tables
Target sequence (O00255 whole entry, looked up): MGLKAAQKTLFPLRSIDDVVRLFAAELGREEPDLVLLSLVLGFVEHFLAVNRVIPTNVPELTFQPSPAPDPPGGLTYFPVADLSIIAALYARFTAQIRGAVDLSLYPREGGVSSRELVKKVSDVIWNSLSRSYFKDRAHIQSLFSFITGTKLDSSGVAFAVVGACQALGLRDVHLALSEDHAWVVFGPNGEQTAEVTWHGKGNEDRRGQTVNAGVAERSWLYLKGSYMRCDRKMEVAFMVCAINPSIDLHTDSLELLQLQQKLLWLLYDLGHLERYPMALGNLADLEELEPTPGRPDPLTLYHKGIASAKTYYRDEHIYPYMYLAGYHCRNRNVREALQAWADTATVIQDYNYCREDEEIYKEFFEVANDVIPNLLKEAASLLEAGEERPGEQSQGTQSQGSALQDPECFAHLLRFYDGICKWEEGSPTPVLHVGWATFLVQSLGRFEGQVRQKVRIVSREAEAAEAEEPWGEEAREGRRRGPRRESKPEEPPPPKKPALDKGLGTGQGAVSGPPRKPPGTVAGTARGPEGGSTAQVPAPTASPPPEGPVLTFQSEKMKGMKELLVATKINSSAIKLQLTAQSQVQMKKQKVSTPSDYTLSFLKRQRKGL
Giardia kill: Small Molecules that selectively kill Giardia lamblia: qHTS; activity change, % at 7.66 µM, hits read low; hit rate 0.15% among 340,000; Giardia lamblia trophozoite viability; in the data active = activity change below about -80%; inconclusive = between about -30% and that limit;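 note: parasites exposed to compound for two days anaerobically before the ATP read; % is set by controls: 0 for no effect and ±100 for the full control effect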
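Killing of trophozoites was scored by loss of ATP luminescence after a 48 hrs anaerobic exposure to compounds at 37 deg C, using 100 cells per well.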
TSG101-PTAP inh: qHTS Assay for Iinhibitors of HIV-1 Budding by Blocking the Interaction of PTAP/TSG101 | 340,000 tested, under 10 active | AID 493005, 2010 | Fluorescence polarization, FITC-PTAP peptide / Tsg101 binding | Potency, µM (doses to about 115 µM), for the others: at the top dose activity change, negative = inhibition, actives largely listed as inhibitors; active = well fitted inhibition curve with a large enough effect in the main read-out, with a control signal flat, not every such curve was filed as active; inconclusive = small, poorly fitted or top-dose-only effect, or effect the other way, or a change in a side signal; inactive = no such curve, though single readings can be large or run the other way; note: potency is the fitted concentration of half-maximal effect; % of control where 0% means no effect
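Fluorescence polarization binding of Tsg101 binding domain (10 uM final) to FITC-labeled PTAP peptide (50 nM final) in HEPES pH 7.5 buffer with NaCl, Tween 20, EDTA, TCEP. Compounds added before peptide; binding 20 min at RT.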
Chronic BCR inh: qHTS Assay to Find Inhibitors of Chronic Active B-Cell Receptor Signaling. Potency, µM (top dose mostly 46.1 µM), for inactives: at the highest dose ratio change, negative = lower green/red ratio, actives largely listed as inhibitors. ABC-DLBCL IkBa-CBG/CBR reporter, luminescence ratio, 4 h. hit rate 0.05% among 340,000. AID 493014, 2011; active = well fitted inhibition curve with a large enough effect in the signal ratio, with a control signal flat, not every such curve was filed as active; inconclusive = small, poorly fitted or top-dose-only effect, or effect the other way, or a change in a side signal; the % refers to the signal ratio;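 note: potency is the fitted concentration of half-maximal effect; plate controls were basal doxycycline-induced cells for no effect and cells given 10 µM MG132 for full effect; MG132 reads +100%, hits lower the ratio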
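Compounds up to 46 uM were incubated four hours with TMD8 cells whose green CBG68 luciferase is fused to IkappaBalpha; red CBR luminescence normalised the signal, and concentration-effect curves were fitted to fusion, red and ratio data.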
GALK inhibitor: qHTS Assay for Inhibitors of Human Galactokinase (GALK) | P51570 | Purified GALK, Kinase-Glo residual ATP luminescence | Potency, µM (highest dose often 57.5 µM), without a hit: at the highest dose activity change, negative = inhibition, actives largely listed as inhibitors | hit rate 0.007% among 270,000 | AID 1868, 2009; note: potency is the fitted concentration of half-maximal effect; % is set by controls: 0 for no effect and ±100 for the full control effect
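Luminescence from leftover ATP (Ultra-Glo luciferase/luciferin) served as read-out after a 1 h room-temperature reaction of 5 nM GALK with 35 uM ATP and 100 uM galactose.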
S-ASM inh: Inhibitors of Secretory Acid Sphingomyelinase (S-ASM): qHTS | Sphingomyelin phosphodiesterase (Homo sapiens), P17405 | Potency, µM (top dose mostly 57.5 µM), for inactives: top-dose activity change, negative = inhibition, actives largely listed as inhibitors | placental ASM, HMU-PC fluorogenic substrate, 60 min | hit rate 0.006% among 340,000; note: potency is the fitted concentration of half-maximal effect
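Human placenta-derived ASM preincubated with compound 10 min at room temperature, then reacted with 9 uM (final) fluorogenic HMU-PC substrate for 60 min at 37 C. Stop solution raises pH to 10; fluorescence read at Ex 386/Em 447 nm.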
* = called active by the depositor; ? = inconclusive; nt = not tested or not shown; & = joins results of further samples; [ ] = remark or other dose. Unless noted, calls come from the whole dose curve; as a rule, active = well fitted curve in the direction sought with a large enough effect; inconclusive = small, poorly fitted or top-dose-only effect, or another doubt; inactive = no such curve, though single readings can be large; an effect the other way counts as inactive or inconclusive. Some of the compounds tested. The share of hits here may be higher or lower than overall.

SMILES	FBPA coupling cs	Integrin act MD	PKM2 activator	Tb PFK block	B2AR arrestin	Menin-MLL TR inh	Giardia kill	TSG101-PTAP inh	Chronic BCR inh	GALK inhibitor	S-ASM inh
CCN(CC)CCN(Cc1cc2cc3c(cc2[nH]c1=O)OCO3)C(=S)NCCCOC	2	-48%[inhibitor]	14%[11.5 µM]	-3%	-0.8%	-1%	-10	-6%	-11%	11%	36%[activator]
O=C(/C=C/c1ccc2c(c1)OCO2)c1cccnc1	1	-13%	nt	-11%	-0.2%	10%	-4	0%	1%	nt	6%
O=C(Cn1nnc2c(cnn2-c2ccc(F)cc2)c1=O)Nc1ccccc1C(F)(F)F	1	-8%	-2%	2%	-0.1%	-7%	18	-2%	-15%	3%	56%
CC(C)n1nnnc1SCC(=O)NCc1cccs1	-1	-17%	0%	-4%	-0.1%	-16%	-2	-8%	1%	2%	-1%
NCCCNCCCCNCCCN	1&-2	20%	nt	-1%	0.5%	-10%	15	0%	3%	nt	-1%
CCn1c(SCC(=O)NC2CC2)nnc1-c1ccc(C)cc1	5	?	0%	2%	-1.0%	4%	0	-5%	-3%	-2%	7%
Cc1ccc(S(=O)(=O)N2CCN(C(=O)CCCN3C(=O)NC4(CCCC4)C3=O)CC2)cc1C	nt	-22%	nt	13%	0.0%	nt	20	-3%	-1%	nt	6%
COc1ccc(NC(=O)c2cccc(C#N)c2)cc1NS(=O)(=O)c1ccc(F)cc1	0	2%	0%	-2%	-1.3%	2%	13	-1%	-4%	1%	-4%
CCOc1ccc(S(=O)(=O)Nc2ccc(C(=O)N3CCCC3)cc2)cc1	3	0%	-3%	1%	0.3%	-4%	-28	0%	0%	-4%	5%
Cc1ccc(C(C(=O)NCc2ccccc2)N(Cc2ccco2)C(=O)c2snc(C(N)=O)c2N)o1 (stereo not given)	-2	-24%	8%	2%	0.1%	-6%	-20	-10%	1%	0%	367%[activator]
CCOc1ccc(Cl)cc1CSc1n[nH]c(C)n1	0	-4%	3%	0%	-0.1%	-1%	5	-7%	?	-3%	4%
CCCCn1c(N)c(N(CCOC)C(=O)c2ccc(C)o2)c(=O)[nH]c1=O	nt	-6%	nt	0%	-0.5%	nt	3	-7%	2%	nt	3%
O=C(CCN1C(=O)c2ccccc2C1=O)NCc1ccccc1	-2	35%	nt	1%	-0.2%	-13%	16	-12%	6%	0%	-3%
Cc1cc(C)n2nc(N)c(N=Nc3ccccc3)c2n1	1	27%	0%	1%	-0.7%	nt	6	-7%	?	-2%	-8%
O=C1NCCN1CCN1C(=O)c2ccccc2NC1c1ccccc1 (stereo not given)	0	-19%	-2%	-1%	-0.6%	nt	1	1%	-5%	-1%	340%[activator]
COC(=O)[C@@]1(C)[C@H]2C(=O)N(Cc3ccccc3)C(=O)[C@H]2[C@H]2CN=C(SCc3ccccc3)N21	nt	-7%	nt	10%	-0.9%	nt	-6	2%	-3%	nt	20%
Cc1onc(-c2ccccc2)c1C(=O)N/N=C/c1cccs1	-29	1%	6%	1%	-0.6%	nt	-4	-2%	?	-1%	-1%
O=C1CC(SCc2nc3ccccc3[nH]2)C(=O)N1c1ccc(F)cc1 (stereo not given)	0	-9%	26%	-3%	-0.9%	?	-1	-1%	?	0%	7%
CCN(CC)CCn1c(=N)n(CC(=O)c2ccc(C)cc2)c2ccccc21	-1	-57%[inhibitor]	3%	0%	1.0%	?	-6	1%	-1%	1%	0%
COCc1ccc(CN2CCC(C(=O)Nc3cccc(-c4cscn4)c3)CC2)o1	nt	0%	nt	-4%	-0.3%	nt	?	-1%	-11%	-5%	-4%
COc1ccc(-c2csc3ncnc(N4CCN(S(=O)(=O)c5ccc(C)c(C)c5)CC4)c23)cc1	nt	-26%	nt	7%	0.2%	nt	-7	-8%	?	nt	-1%
Cc1occc1C(=O)N(C)Cc1nc(-c2ccccc2)no1	1	7%	8%	2%	0.2%	-3%	15	-8%	1%	7%	2%
COc1ccc(-c2nnc(SCC(=O)N3CCCCC3)o2)c(OC)c1	-3	1%	-8%	23%	0.1%	-8%	-3	-5%	3%	-1%	1%
COc1ccc(-c2cc(N)n(CCC#N)n2)c(OC)c1	2	7%	-9%	2%	0.0%	1%	18	-5%	1%	4%	0%
Cc1ccc(NC(=O)CCc2nnc3ccc(N4CCC(C)CC4)nn23)nc1	nt	-4%	nt	-2%	0.1%	nt	16	-2%	?	3%	-1%

Further records
SMILES	FBPA coupling cs	Integrin act MD	PKM2 activator	Tb PFK block	B2AR arrestin	Menin-MLL TR inh	Giardia kill	TSG101-PTAP inh	Chronic BCR inh	GALK inhibitor	S-ASM inh
COc1ccc(NC(=O)C/C(C)=N/NC(=O)c2cnccn2)c(OC)c1	0	13%	-3%	-2%	0.4%	-3%	8	-3%	?	7%	12%
CC(=O)c1cc(-c2ccccc2)n(CCC(=O)NCc2cccs2)c1C	0	22%	7%	-3%	-0.2%	-5%	-9	-1%	?	-1%	-3%
Cc1nnsc1C(=O)NC1CCCCC1	1	3%	2%	8%	0.4%	-11%	12	-5%	10%	-1%	2%
COC(=O)c1cn(C(=O)c2cc(Br)ccc2Cl)c2ccccc12	-1	-16%	1%	1%	-0.1%	28%	-5	0%	-2%	1%	-6%
N#Cc1ccc(-c2ccc(Cl)cc2)nc1SCC(=O)c1cccc(Cl)c1	2	-42%[inhibitor]	-16%	-3%	-0.1%	?	16	2%	?	-7%	-3%
COc1ccc(C2=CC(=O)C[C@H](c3ccc(F)cc3)C2)cc1OC	nt	-4%	nt	0%	0.3%	nt	7	0%	18%	nt	43%
COCCCn1c(=O)c2ccccc2n(Cc2cc(C(=O)OC)ccc2OC)c1=O	2	12%	3%[11.5 µM]	-6%	0.3%	-27%	1	-4%	?	8%	-2%
Cc1cnnn1-c1ccc([N+](=O)[O-])cc1	4	6%	0%	0%	-0.4%	1%	-9	-10%	?	2%	-1%
O=C(Cn1ncc2c(=O)oc3ccccc3c21)NCC1CCCO1 (stereo not given)	4	-5%	-1%	0%	0.1%	16%	?	-1%	1%	-1%	0%
O=C(COC(=O)/C=C/c1cccc([N+](=O)[O-])c1)NCc1ccc2c(c1)OCO2	-1	14%	nt	1%	0.2%	12%	15	-1%	-1%	-1%	4%
CN(Cc1ccc(F)cc1)C(=O)c1cccc(S(=O)(=O)N2CCN(c3ccccc3)CC2)c1	nt	-37%	nt	1%	0.1%	nt	-28	0%	1%	nt	-9%
Cc1cc(C)c(NC(=O)c2ccc(S(=O)(=O)N3CCOCC3)cc2)c(C)c1	1	-12%	-2%	-1%	-0.1%	0%	-11	-3%	7%	1%	0%
O=C(c1cc(Cl)nc2ccccc12)N1CCc2ccccc2C1	3	-10%	6%	-7%	0.0%	2%	3	-3%	0%	-2%	-2%
CCOc1ccccc1NC(=O)COC(=O)CC(NC(N)=O)c1ccc(Cl)cc1 (stereo not given)	0	6%	2%	-2%	-0.3%	-2%	-4	-2%	3%	6%	1%
O=C(NCCc1ccccc1)c1cc2ncc(Br)cn2n1	4	19%	-4%	-7%	0.3%	-1%	-5	1%	?	0%	0%
CN(CC(=O)NCc1ccc2c(c1)OCO2)S(=O)(=O)c1ccc(Cl)cc1	nt	-7%	nt	-3%	-0.5%	nt	-9	-2%	0%	nt	-2%
Cc1cc(C(C#N)c2cccc(Cl)c2)n2ncnc2n1 (stereo not given)	nt	9%	-1%	-2%	-0.3%	14%	-2	-1%	11%	-4%	-13%
COc1cc(O)c2c(c1)COC2=O	0	12%	5%	1%	-0.3%	4%	-8	-1%	-1%	2%	6%
O=C(O)CSc1nnc(-c2cccc(S(=O)(=O)N3CCCCC3)c2)o1	8	3%	10%	-1%	0.4%	-9%	-3	-1%	7%	0%	1%
COc1ccc(CN2CCn3ncc(C(=O)Nc4cc(C)cc(C)c4)c3C2=O)cc1	12	11%	-3%	2%	0.1%	16%	-1	-1%	0%	-1%	0%
CCN1C(=O)CC(N2CCC(C(=O)N3CCCCCC3)CC2)C1=O (stereo not given)	2	19%	-20%	-6%	0.1%	-10%	-7	-3%	5%	3%	-2%
CCC/C(C#Cc1ccsc1)=C1/c2ccccc2C(=O)N1c1ccccc1	nt	-27%	nt	14%	-0.1%	nt	62[activator]	nt	?	nt	22%
O=C(NCc1ccccc1)c1nc2ccccc2s1	3	-6%	2%	5%	-1.0%	0%	-1	-3%	0%	1%	-1%
C=CCSC1=N/C(=C\c2ccc3c(c2)OCO3)C(=O)S1	4	11%	-3%	-3%	-1.2%	-1%	-5	-4%	?	4%	-3%
